# MCF10A rerep: A quantitative high throughput screen for small molecules that induce DNA re-replication in MCF 10a normal breast cells; MCF 10A DNA re-replication, Hoechst nuclear intensity, 48 h; Potency, µM (titrated, usually from 46.1 µM), inactives show top-dose activity, positive = re-replication, hits mostly activators; 350,000 tested, 2.9% active; note: potency is the fitted concentration of half-maximal effect; % of control where 0% means no effect; nearly all actives have a fitted effect of over 50% in size
# ATXN2 expr inh: Primary qHTS for Inhibitors of ATXN expression. 360,000 tested, 0.72% active. AID 1745845, 2022. HEK-293 ATXN2-luciferase reporter, luminescence, 24 h. Potency, µM (series often up to 57 µM), for the others: at the highest dose activity change, negative = inhibition, usual class: inhibitors; note: potency is the fitted concentration of half-maximal effect; % is set by controls: 0 for no effect and ±100 for the full control effect; nearly all actives have a fitted effect of over 55% in size
#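 qHTS (up to 57 uM final) was run with 24 h compound exposure of reporter cells at 37 °C. Each well was multiplexed: SteadyGlo luminescence measured ATXN2-luciferase expression after a fluorogenic Gly-Phe-AFC viability readout (25 uM final).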
# KB-3-1 tox: qHTS assay for MDR1-selective chemotherapeutics: Primary screen using the parental adenocarcinoma cell KB-3-1; KB-3-1 viability, CellTiter-Glo ATP luminescence, 72 h; Potency, µM (doses to about 46.1 µM), inactives show at the highest dose activity change, negative = cytotoxic, actives largely listed as cytotoxic; 400,000 tested, 1.4% active; note: potency is the fitted concentration of half-maximal effect; % is set by controls: 0 for no effect and ±100 for the full control effect; nearly all actives have a fitted effect of over 60% in size
#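 Using CellTiter-Glo luminescence, growth of non-resistant KB-3-1 adenocarcinoma cells is assessed 72 h after pin-tool compound addition at 37 °C. Normalized responses across the concentration series yield fitted curves.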
# IL-1B inflam inh: qHTS for Inhibitors of Inflammasome Signaling: IL-1-beta AlphaLISA Primary Screen; THP-1 LPS/ATP IL-1B secretion, AlphaLISA, 16 h; active compounds read low; activity change, % at 57.5 µM; 360,000 tested, 4.7% active; in the data active = activity change below about -50%; inconclusive = mostly about -30% to -49%; note: % is set by controls: 0 for no effect and ±100 for the full control effect
#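 Secreted IL-1B measured by AlphaLISA bead assay after 16 h compound exposure of THP-1 cells; compounds (final up to 57.5 uM) added 1 h before LPS (250 ng/mL) and ATP (1.25 mM) stimulation; lower signal means less secretion.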
# WRN inhibitor: qHTS for Inhibitors of WRN Helicase. Bifunctional 3'-5' exonuclease/ATP-dependent helicase WRN (Homo sapiens), Q14191. WRN helicase unwinding, fluorescent forked duplex, kinetic. Potency, µM (series often up to 114 µM), for the others: at the highest dose activity change, negative = inhibition, usual class: inhibitors. 360,000 tested, 0.46% active; note: potency is the fitted concentration of half-maximal effect; % is set by controls: 0 for no effect and ±100 for the full control effect; nearly all actives have a fitted effect of over 55% in size
# Target sequence (Q14191 whole entry, looked up): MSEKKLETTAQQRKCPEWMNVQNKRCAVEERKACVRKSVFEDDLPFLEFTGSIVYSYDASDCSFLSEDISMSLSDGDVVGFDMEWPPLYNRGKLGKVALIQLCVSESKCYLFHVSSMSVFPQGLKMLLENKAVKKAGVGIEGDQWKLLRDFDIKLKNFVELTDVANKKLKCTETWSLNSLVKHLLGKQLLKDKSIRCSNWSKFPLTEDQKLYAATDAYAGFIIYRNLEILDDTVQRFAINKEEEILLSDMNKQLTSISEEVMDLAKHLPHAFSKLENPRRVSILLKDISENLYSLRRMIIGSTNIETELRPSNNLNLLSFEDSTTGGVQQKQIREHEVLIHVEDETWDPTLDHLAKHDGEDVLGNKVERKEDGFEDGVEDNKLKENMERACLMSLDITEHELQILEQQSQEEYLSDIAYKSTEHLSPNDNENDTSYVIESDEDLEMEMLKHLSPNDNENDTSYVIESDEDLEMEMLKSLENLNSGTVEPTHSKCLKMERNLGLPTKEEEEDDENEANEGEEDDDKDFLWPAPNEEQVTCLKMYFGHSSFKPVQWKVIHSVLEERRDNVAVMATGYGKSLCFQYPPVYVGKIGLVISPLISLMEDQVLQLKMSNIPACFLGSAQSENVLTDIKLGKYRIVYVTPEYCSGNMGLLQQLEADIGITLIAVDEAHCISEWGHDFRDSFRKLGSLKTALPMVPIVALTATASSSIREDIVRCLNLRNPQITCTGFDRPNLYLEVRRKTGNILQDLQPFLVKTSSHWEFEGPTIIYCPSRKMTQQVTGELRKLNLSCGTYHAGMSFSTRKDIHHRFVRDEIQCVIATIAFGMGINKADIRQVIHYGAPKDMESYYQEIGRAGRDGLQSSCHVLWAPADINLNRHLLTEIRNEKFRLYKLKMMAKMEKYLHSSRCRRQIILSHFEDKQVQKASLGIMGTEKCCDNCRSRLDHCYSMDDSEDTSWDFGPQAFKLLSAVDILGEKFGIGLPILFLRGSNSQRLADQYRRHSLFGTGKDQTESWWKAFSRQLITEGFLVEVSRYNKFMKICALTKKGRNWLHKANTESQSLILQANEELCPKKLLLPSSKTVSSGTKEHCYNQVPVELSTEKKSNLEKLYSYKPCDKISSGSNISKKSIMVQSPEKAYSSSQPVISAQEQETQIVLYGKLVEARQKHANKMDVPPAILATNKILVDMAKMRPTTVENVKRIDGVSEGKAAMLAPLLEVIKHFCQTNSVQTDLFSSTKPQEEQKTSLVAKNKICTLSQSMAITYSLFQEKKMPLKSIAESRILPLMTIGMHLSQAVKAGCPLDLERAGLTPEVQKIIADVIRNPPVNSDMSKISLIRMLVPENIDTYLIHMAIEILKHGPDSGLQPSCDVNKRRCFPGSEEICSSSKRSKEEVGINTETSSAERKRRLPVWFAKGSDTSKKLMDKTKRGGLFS
#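 WRN at 20 nM final preincubated with compound 15 min at room temperature; reaction started with 100 nM fluorophore/quencher forked duplex oligonucleotide and 2 mM ATP final. Unwinding followed kinetically by red fluorescence (ex 525, em 598 nm).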
# HT1080 IDH1KD tx: qHTS for induction of synthetic lethality in tumor cells producing 2HG: qHTS for the HT-1080-IDH1KD cell line. HT-1080 IDH1 knockdown viability, ATP luminescence, 48 h. Potency, µM (doses to about 46.1 µM), for the others: at the highest dose activity, negative = toxicity, usual class: cytotoxic. 360,000 tested, 2% active;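 note: potency is the fitted concentration of half-maximal effect; 0% = DMSO wells and -100% = cell-free medium wells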
#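 % activity derives from luminescence (CellTiter-Glo), normalised to DMSO and no-cell wells. HT-1080-IDH1KD cells, 750/well, had 48 h compound exposure at 37 °C.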
# SW480 rereplic: A quantitative high throughput screen for small molecules that induce DNA re-replication in SW480 colon adenocarcinoma cells; 340,000 tested, 1.8% active; AID 624297, 2012; SW480 DNA re-replication, Hoechst DNA content imaging, 48 h; Potency, µM (highest dose often 46.1 µM), for the others: top-dose re-replication activation, actives largely listed as activators; note: potency is the fitted concentration of half-maximal effect; % of control where 0% means no effect; nearly all actives have a fitted effect of over 55% in size
#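 Readout is total intensity of Hoechst-stained nuclei, excited at 405 nm and collected at 500-530 nm. Compound treatment lasted 48 hr at 37 C in 5% CO2 before staining.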
# HT1080NT lethal: qHTS for induction of synthetic lethality in tumor cells producing 2HG: qHTS for the HT-1080-NT fibrosarcoma cell line. HT-1080-NT fibrosarcoma viability, CellTiter-Glo ATP luminescence, 48 h. Potency, µM (doses to about 46.1 µM), inactives show top-dose activity, negative = less viability, actives largely listed as cytotoxic. 360,000 tested, 1.6% active;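 note: NT is the 2HG producing partner of a matched IDH1 knockdown line; potency is the fitted concentration of half-maximal effect; 0% = DMSO-treated cells and -100% = media-only wells without cells; nearly all actives have a fitted effect of over 55% in size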
#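 Viability by CellTiter-Glo luminescence after 48 h compound exposure at 37C of HT-1080-NT cells (750/well, RPMI, 5% FBS). % activity scaled between DMSO wells and medium-only wells, then curve-fitted and categorized by curve class.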
# KB-V1 MDR tox: qHTS assay for MDR1-selective chemotherapeutics: Primary screen using the drug-selected MDR subline cells KB-V1. KB-V1 MDR cells viability, CellTiter-Glo, 72 h. Potency, µM (highest dose often 46.1 µM), for the others: top-dose activity change, negative = cytotoxicity, most hits filed as cytotoxic. 400,000 tested, 3.4% active; note: potency is the fitted concentration of half-maximal effect; % is set by controls: 0 for no effect and ±100 for the full control effect; nearly all actives have a fitted effect of over 60% in size
#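 KB-V1 cells (P-gp-expressing MDR subline of KB-3-1) in phenol-red-free DMEM with 10% FBS were exposed to library compounds over a concentration series for 72 h at 37 degrees C. Viability read by CellTiter-Glo luminescence; concentration-effect curves fitted after normalization.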
# The depositor's hits bear a star; ? = inconclusive; . = not tested or not shown; & = joins results of further samples; [ ] = another dose, or the depositor's remark. Unless noted, calls come from the whole dose curve; as a rule, active = well fitted curve in the direction sought with a large enough effect; inconclusive = small, poorly fitted or top-dose-only effect, or another doubt; inactive = no such curve, though single readings can be large; an effect the other way counts as inactive or inconclusive.
Structure	KB-V1 MDR tox	KB-3-1 tox	ATXN2 expr inh	IL-1B inflam inh	MCF10A rerep	HT1080 IDH1KD tx	HT1080NT lethal	SW480 rereplic	WRN inhibitor
Cc1sc2ncnc(Nc3ccc(N4CCOCC4)cc3)c2c1-c1ccccc1	4%	1%	.	-6	22%	-3%	2%	2%	-4%
C[C@@H]1CCCCO[C@H](CN(C)C(=O)Nc2ccc(C(F)(F)F)cc2)[C@@H](C)CN([C@H](C)CO)C(=O)c2cc(NC(=O)c3ccncc3)ccc2O1	?	-24%	-14%	-16	.	-6%	-13%	.	-2%
CCC(C)[C@H](N)c1nnc(SCC(=O)Nc2cccc(Cl)c2)o1 (stereo partly specified)	7%	-11%	5%	20	1%	0%	5%	-2%	-3%
COc1ccc(CCNC(=O)c2ccc(CS(=O)Cc3ccc(Cl)cc3)o2)cc1OC (stereo unspecified)	14%	13%	-8%	12	-1%	0%	-7%	22%	1%
CCCCOc1ccc(C(=O)N2CCN(c3ncccn3)CC2)cc1	7%	7%	14%	?	12%	-1%	3%	6%	-4%
CCOC(=O)c1sc(=S)n(-c2cc(OC)ccc2OC)c1N	-4%	-12%	12%	-19	-1%	6%	1%	-5%	?
COc1cccc(/C=N/NC(=O)CNC(=O)/C=C\c2ccccc2)c1O	8%	3%	.	37	0%	22%	-3%	-4%	4%
CCC1(N(C(C)=O)c2ccc(OC)cc2)C(=O)c2ccccc2C1=O	-17%	-1%	-4%	-1	3%	0%	0%	-14%	-2%
COc1ccc(Br)cc1CNc1ccc(O)cc1	-9%	0%	0%	-95*	?	?	?	?	-12%[57.1 µM]
CNC(=S)N(Cc1cccs1)Cc1cc2cc(OC)c(OC)cc2[nH]c1=O	3%	0%	0%	2	.	0%	-5%	.	-22%
Cc1ccc(S(=O)(=O)c2cc(C)cc(S(=O)(=O)Nc3ccc(C(=O)O)cc3)c2C)cc1	4%	9%	10%	30	1%	13%	11%	-5%	-4%
COCc1cn(CC(C)n2c(=O)c3ccccc3n2Cc2cc(C(C)C)no2)nn1 (stereo unspecified)	-4%	-5%	.	8	.	9%	5%	.	6%
O=C(/C=C/[C@H]1O[C@@H](n2ccc(=O)[nH]c2=O)[C@H](O)[C@@H]1O)NCCCc1ccccc1	3%	0%	6%	-4	.	23%	17%	.	-1%
COc1ccc(CN2CCCCCC2)cc1	0%	9%	-11%	17	-1%	10%	13%	-15%	4%
COc1cccc(NC(=O)CN(C)C(=O)CN2C(=O)NC3(CCCC3)C2=O)c1	-2%	0%	-2%	4	-2%	?	-23%	-2%	8%
O=C(NCC1CCCO1)C1CCN(S(=O)(=O)c2cccc3nonc23)CC1 (stereo unspecified)	-14%	-2%	-13%	-19	-1%	14%	11%	0%	0%
O=C(O)CN1C(=O)/C(=C/C=C/c2ccccc2)SC1=S	0%	-1%	.	19	7%	-3%	6%	-15%	-1%
CC(=O)Nc1cccc(NC(=O)C2C3C=CC(C3)C2C(=O)O)c1 (stereo unspecified)	6%	8%	10%	8	0%	13%	0%	-1%	1%
O=C(Cn1nc(-c2ccccc2)c2ccccc2c1=O)NCCO	2%	9%	.	-3	-7%	8%	1%	-10%	0%
COc1cccc(-c2ccc3c(c2)C2CC3CCN2C(=O)c2ccc(Cl)cc2)c1 (stereo unspecified)	0%	0%	1%	11	-35%[inhibitor]	2%	5%	19%	-1%
O=C(CCN1C(=O)/C(=C/c2ccc3c(c2)OCO3)SC1=S)Nc1ccc(C(=O)O)cc1	1%	14%	0%	-3	11%	-12%	-7%	4%	-12%[11.6 µM]
c1nc(NC2CCCCC2)c2[nH]cnc2n1	3%&-5%	-6%&-3%	.	-2	-2%	0%	1%	-3%	11%
Cc1nc2nc(-c3cccnc3)[nH]n2c(=O)c1Cc1ccccc1	-10%	5%	3%	13	15%	15%	13%	-6%	0%
Cc1ccc(C)c(N2CCN(S(=O)(=O)CC34CCC(CC3=O)C4(C)C)CC2)c1 (stereo unspecified)	-10%	-5%	-3%	14	1%	-29%	?	12%	1%
CCOc1ccc(N2C(=O)CC(N(Cc3ccco3)C(C)=O)C2=O)cc1 (stereo unspecified)	3%	10%	-15%	-14	0%	9%	16%	-5%	-1%
C/C(Cl)=C/CSc1nn2c(=O)c3ccccc3nc2s1	-1%	5%	65%[activator]	-11	10%	-5%	0%	-12%	-20%
O=c1cnnc(N/N=C/c2c[nH]c3ccccc23)[nH]1	-1%	-4%	20%	22	-11%	3%	18%	-1%	-5%
CCOC(=O)C1CCN(C(=O)COC(=O)c2ccc(Br)o2)CC1	0%	-1%	5%	0	?	9%	-1%	-1%	-19%
Cc1cc(=O)oc2cc(NC(=O)c3cccc(S(C)(=O)=O)c3)ccc12	9%	26%	-35%	-53*	-2%	-9%	-4%	0%	-14%
CC(C)CN1C(=O)c2ccc(NC(=O)C3CC3)cc2C1=O	8%	17%	5%	-6	0%	20%	12%	?	7%
CCn1cc(C(=O)NCCc2ccc(Cl)cc2)c(=O)c2ccc(C)nc21	-1%	-1%	.	-4	?	-1%	2%	-9%	-2%
Cc1cccc(C)c1NC(=S)NC(=O)c1cccc(Cl)c1	-20%	5%	17%	5	.	18%	9%	.	0%[57.1 µM]
CN(C)S(=O)(=O)c1ccc(NC(=O)COC(=O)c2n[nH]c3ccccc23)cc1	6%	-6%	-2%	0	5%	-20%	-19%	-3%	-3%
CC(=O)Nc1ccc(S(=O)(=O)N(Cc2ccccc2)c2ccccc2F)cc1	15%	4%	-18%	17	18%	-1%	-5%	-2%	-3%
O=C(NCc1ccccc1)c1cccc(NC(=O)C2CCCCC2)c1	0%	3%	-18%	-14	?	-8%	0%	-10%[9.22 µM]	-6%
Cn1c(CO)cnc1SCC(=O)c1ccc(Br)cc1	-7%	6%	?	?	3%	14%	14%	22%	0%
O=C(Nc1ccc(Cl)c(S(=O)(=O)N2CCOCC2)c1)c1n[nH]c(=O)c2ccccc12	0%	3%	8%	32	-3%	8%	0%[9.24 µM]	?	-8%
Clc1ccc(N2CCOCC2)nn1	2%	21%	-24%	7	?	1%	9%	40%	-2%
COc1cccc(CN2CCN(S(=O)(=O)c3ccc(NC(C)=O)cc3)CC2)c1OC	?	-16%	-12%	49	-3%	-1%	0%	3%	-3%
Cc1ccccc1-c1nnn(CC(=O)Nc2ccc3c(c2)OCO3)n1	13%	26%	-7%	0	6%	2%	3%	-58%[inhibitor]	-5%

# 8 entries from above, sorted by formula weight, high to low.
Structure	KB-V1 MDR tox	KB-3-1 tox	ATXN2 expr inh	IL-1B inflam inh	MCF10A rerep	HT1080 IDH1KD tx	HT1080NT lethal	SW480 rereplic	WRN inhibitor
COc1cccc(CN2CCN(S(=O)(=O)c3ccc(NC(C)=O)cc3)CC2)c1OC	?	-16%	-12%	49	-3%	-1%	0%	3%	-3%
CN(C)S(=O)(=O)c1ccc(NC(=O)COC(=O)c2n[nH]c3ccccc23)cc1	6%	-6%	-2%	0	5%	-20%	-19%	-3%	-3%
CC(=O)Nc1ccc(S(=O)(=O)N(Cc2ccccc2)c2ccccc2F)cc1	15%	4%	-18%	17	18%	-1%	-5%	-2%	-3%
CCn1cc(C(=O)NCCc2ccc(Cl)cc2)c(=O)c2ccc(C)nc21	-1%	-1%	.	-4	?	-1%	2%	-9%	-2%
Cn1c(CO)cnc1SCC(=O)c1ccc(Br)cc1	-7%	6%	?	?	3%	14%	14%	22%	0%
Cc1ccccc1-c1nnn(CC(=O)Nc2ccc3c(c2)OCO3)n1	13%	26%	-7%	0	6%	2%	3%	-58%[inhibitor]	-5%
Cc1cccc(C)c1NC(=S)NC(=O)c1cccc(Cl)c1	-20%	5%	17%	5	.	18%	9%	.	0%[57.1 µM]
Clc1ccc(N2CCOCC2)nn1	2%	21%	-24%	7	?	1%	9%	40%	-2%

# Carrying on:
Structure	KB-V1 MDR tox	KB-3-1 tox	ATXN2 expr inh	IL-1B inflam inh	MCF10A rerep	HT1080 IDH1KD tx	HT1080NT lethal	SW480 rereplic	WRN inhibitor
COc1ccccc1CCNC(=O)C(=O)NCC1OCCN1S(=O)(=O)c1ccc(Cl)cc1 (stereo unspecified)	-20%	0%	-24%	3	7%	-3%	-19%	-8%	0%
CCOC(=O)CN1N=C(/C=C/c2ccc(C)cc2)CCC1=O	5.8µM*	5.2µM*	9%	-2	13%	17%	15%	14%	2%
COC(=O)c1ccc(C(=O)OC)c(=O)[nH]1	18%	-1%	.	11	11%	3%	3%	-3%	2%
CCN(CC)CCCn1c2c(c(SCC(=O)Nc3cc(C)on3)nc1=O)CCC2	-2%	18%	9%	10	?	1%	-2%	-5%	5%
CCC(C)Sc1nc2ccccc2n1CC(=O)O (stereo unspecified)	13%	6%	-2%	5	-4%	-1%	18%	-2%	3%

# Bioassay records deposited in PubChem BioAssay by National Center for Advancing Translational Sciences (NCATS).
